# DUSP3 inh: VHR1 phosphatase inhibitors, primary screen, biochemical, colorimetric, HTS; Dual specificity protein phosphatase 3 (Homo sapiens), P51452; recombinant VHR phosphatase, colorimetric substrate read-out; inhibition, % at 20 µM; 0.7% of 50,000 active; in the data active = inhibition above about 60%; also: some results filed as inactive read as strong as hits
# Target sequence (P51452 whole entry, looked up): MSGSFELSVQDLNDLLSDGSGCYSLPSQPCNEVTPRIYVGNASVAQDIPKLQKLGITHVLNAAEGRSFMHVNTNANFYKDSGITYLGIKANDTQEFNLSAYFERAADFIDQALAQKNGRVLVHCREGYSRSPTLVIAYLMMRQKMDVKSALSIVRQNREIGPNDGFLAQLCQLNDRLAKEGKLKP
# * hit, by the source's call. This is a subset, so the mix of outcomes need not match the whole.
SMILES,DUSP3 inh
CCOC(=O)C1NN=C(C(=O)c2ccccc2)C1c1ccc(Cl)cc1 (stereo not drawn),-8
Cc1ccc(N(CCCCN2C(=O)c3ccccc3C2=O)C(=O)Nc2ccc([N+](=O)[O-])cc2)cc1,4
CCOc1ccccc1/C=C1/C(=O)NN(c2ccc(C)c(Cl)c2)C1=O,-1
CCOc1ccc(Cc2c(C)nc3c(C)cccc3c2Cl)cc1,-29
CCOC(=O)c1c(-c2ccc(C)cc2)csc1NC(=O)c1ccccc1F,1
COc1ccc(/C=C/C(=O)Nc2ccc(NC3CCCCC3)c3c2C(=O)c2ccccc2C3=O)cc1,-15
O=[N+]([O-])c1cc(F)c(N2CCCCC2)cc1Br,7
O=C(N/N=C/c1cccs1)C1CC(=O)N(c2ccccc2)C1 (stereo not drawn),-2
O=C(Nc1ccc(Cl)cc1)N(Cc1cccs1)Cc1cccs1,-14
COc1ccc(C(=O)Nc2ccc(N3CCOCC3)cc2)cc1,0

# Exported bar-delimited: entries from further up
compound | DUSP3 inh
O=[N+]([O-])c1cc(F)c(N2CCCCC2)cc1Br | 7
O=C(N/N=C/c1cccs1)C1CC(=O)N(c2ccccc2)C1 (stereo not drawn) | -2

# Next section.
SMILES,DUSP3 inh
Cc1ccc(NC(=S)NC(=O)c2ccc(Cl)cc2)cc1C,0
COc1ccc(NC(=O)c2c(NC(=O)C(C)(C)C)sc3c2CCC(C)C3)cc1 (stereo not drawn),-28
COC(=O)c1c(N)sc2c1CCCC2,19
O=C(NCCOCc1ccccc1)C(c1ccccc1)c1ccccc1,13
COc1ccc(C2C(C(=O)OC(C)C)=C(C)N=c3s/c(=C\c4ccc(Br)o4)c(=O)n32)cc1 (stereo not drawn),1
CCOC(=O)C1=C(O)/C(=C/c2cccnc2)SC1=Nc1ccc(C)cc1,-2
O=C(COc1cccc(Cl)c1)N/N=C\c1cccnc1,-5
C=CCN1C(=O)/C(=C/c2cccc(Br)c2)SC1=S,16
COc1ccc(CCNC(=O)c2cccc([N+](=O)[O-])c2)cc1,-5
CCOC(=O)c1c(NC(=O)C2CC3CCC2C3)sc2c1CCC(C)C2 (stereo not drawn),3
COc1ccc2c(c1)-c1c(ssc1=S)C(C)(C)N2C(=O)CSc1ncn[nH]1,-10
Cc1cccc(N(CC(=O)O)S(C)(=O)=O)c1,-6
COC(=O)c1c(N)sc(C(=O)Nc2ccccc2OC)c1C,33
COc1ccccc1CC(=O)Nc1cccc(Br)c1,-56
C/C(=N\NC(=O)c1cc(C)[nH]n1)c1ccc2ccccc2c1,2
CCOc1ccc(NC(=O)c2cccc(F)c2)cc1,7
COc1ccc(OC)c(/C=C/C(=O)Nc2cccc(Br)c2)c1,4
O=C(COc1ccc2ccccc2c1)N1CCN(Cc2ccccc2[N+](=O)[O-])CC1,17
C=CCc1cccc(/C=N/NC(=O)c2cc(C34CC5CC(CC(C5)C3)C4)[nH]n2)c1O,7
Cc1ccc(N2CCN(/N=C\c3cccc(Br)c3)CC2)cc1,-3
CN(Cc1ccccc1)C(=O)c1ccc([N+](=O)[O-])cc1Cl,-7
Cc1ccc(C(=O)CSc2nc3cc(C)c(C)cc3[nH]2)cc1,2
COc1cc(/C=C2/SC(=S)N(CCC(=O)Nc3ccccc3C(F)(F)F)C2=O)cc(OC)c1OC,0
COc1ccc(/C=C2/SC(N3CCCCC3)=NC2=O)cc1,-4
COc1cccc(NC(=O)C(=O)NCCN(C)C)c1,-10
Cc1cc(NC(=O)c2cc(Cl)ccc2Cl)ccc1NC(=O)c1ccco1,0
CCOC(=O)C1=C(C)N=c2s/c(=C\c3sccc3C)c(=O)n2C1c1cccs1 (stereo not drawn),-3
CCOc1ccccc1C(=O)Nc1nc(C)cs1,-4
CCCOC(=O)c1cccc(NC(=O)COc2ccc([N+](=O)[O-])cc2)c1,-6
CCCOc1ccc(/C=N/NS(=O)(=O)c2ccc(OC)cc2)cc1OC,3
COc1cc([N+](=O)[O-])cc2c1N=C(c1ccc(Cl)cc1Cl)NO2,-5
COCCOC(=O)c1ccc(NC(=O)c2ccc(C)c([N+](=O)[O-])c2)cc1,5
O=C(CSc1nnc(-c2ccco2)n1-c1ccccc1)CSc1nnc(-c2ccco2)n1-c1ccccc1,28
NC(=O)c1ccccc1NC(=O)C1CC=CCC1C(=O)O (stereo not drawn),-14
CCCNC(=O)OCC12COC(c3ccc4c(c3)OCO4)C(C(C)=CC1C)C2C (stereo not drawn),32
CC12CCC(CC1=O)C(C)(C)N2 (stereo not drawn),-18
CCN1C(=O)/C(=C\c2ccc(-c3ccc(F)cc3)o2)SC1=S,-5
COc1ccc(C(=O)N2CCN(C3CCCCC3)CC2)cc1,-20
CC(NC(=O)c1ccccc1)C12CC3CC(CC(C3)C1)C2 (stereo not drawn),-5
CCCOc1ccc(N2C(=O)CC(N(Cc3ccc(OC)cc3)C(=O)/C=C/C(=O)O)C2=O)cc1 (stereo not drawn),-1
CSc1nsc(SC)c1NC(=O)OCCc1ccccn1,0
O=C1/C(=C/c2c[nH]c3ccccc23)CCC/C1=C\c1c[nH]c2ccccc12,2
C=CCN1C(=O)/C(=C\c2ccc(CC)cc2)C(=O)NC1=S,28
Cc1cc(C)n(C(=O)CNC(=O)c2ccccc2Cl)n1,-2
COC(=O)c1ccc(NC(=O)CC(c2ccccc2)c2ccccc2)cc1,-14
Cc1cc2c(cc1C)CN(c1cccc(C(=O)N/N=C/c3ccc(N(C)C)cc3)c1)C2,2
O=c1oc(-c2ccco2)nc2ccc(Br)cc12,-15
O=C(CC1SC(=O)NC1=O)Nc1ccccc1 (stereo not drawn),-10
COc1ccc(C(C)=O)cc1N1C(=O)C=CC1=O,63
O=C1c2ccccc2C(=O)N1CCCc1nc2ccccc2c(=O)n1CCCn1ccnc1,-2

# Following part:
SMILES,DUSP3 inh
CC(C)NC(=O)c1c(NC(=O)c2cccs2)sc2c1CCCC2,-1
COc1cc(CN2CCN(CC3CC4C=CC3C4)CC2)cc(OC)c1O (stereo not drawn),27
COc1ccc(NC(=O)CN(c2ccc(OC)cc2)S(=O)(=O)c2ccc(C)cc2)cc1,1
CNS(=O)(=O)c1cc(O)c2c(S(=O)(=O)NC)cc(S(=O)(=O)NC)cc2c1,-9
O=C(ON1C(=O)c2ccccc2C1=O)c1ccccc1[N+](=O)[O-],8
CC(C)(C)C1CCc2c(sc(NC(=O)C3CCCO3)c2C#N)C1 (stereo not drawn),-28
Cn1ccnc1-c1ccc(-c2nccn2C)cc1,10
CCCC(=O)Nc1cccc(NC(=O)c2ccccc2I)c1,0
O=C1c2cccc3cccc(c23)C(=O)N1CCSc1nc2sc3c(c2c(=O)[nH]1)CCCC3,1
C#CCSc1nc(C)cc(C)c1C#N,-25
O=c1c2c3c(sc2ncn1/N=C/c1ccco1)CCCC3,1
O=C(NCc1cccnc1)c1cc2nc3c(c(C(F)(F)F)n2n1)CCc1ccccc1-3,11
Cc1ccc(C)c(Nc2nc3c(s2)CCCC3)c1,-4
Oc1ccc(/C=N/Nc2ncc(Br)cn2)c(O)c1,-16
Cc1nc(SCC(=O)NC2CCCCC2)n[nH]1,20
CCOC(=O)C(=CNc1ccc2c(c1)OCCO2)C(=O)OCC,0
CC(Nc1ccc([N+](=O)[O-])c2cccnc12)c1ccc(Br)cc1 (stereo not drawn),-12
O=C(CSc1nc2ccccc2[nH]1)N/N=C/c1c(F)cccc1Cl,-1
CCOc1ccc(C(C2=C(O)CC(C)(C)CC2=O)C2C(=O)CC(C)(C)CC2=O)cc1 (stereo not drawn),-1
COc1ccc(C(=O)Nc2ccc(Br)c(C)c2)cc1OC,-14
Cc1nnc(Nc2ccc3c(c2)ncn3-c2ccccc2)c2ccccc12,0
O=C(c1cccc(Cl)c1)N1CCN(c2ccc([N+](=O)[O-])cc2Cl)CC1,-3
COC(=O)c1ccccc1NC(=O)Cn1c(SC)nc2ccccc21,-5
COc1ccc(C2C(C(C)=O)=C(O)C(=O)N2c2nc3ccccc3s2)c(OC)c1 (stereo not drawn),-12
COC(=O)C1=C(C)N(C)C(C)=C(C(=O)OC)C1c1ccc(OCc2ccccc2)c(OC)c1,100
COc1ccc(COC(=O)C2=C(C)NC(=O)NC2c2cc(Cl)c(O)c(OC)c2)cc1 (stereo not drawn),-14
NC(=O)c1cc(NC(=O)C(F)(F)F)c(Cl)cc1Cl,-8
CCOC(=O)c1[nH]c(C)c(C(=O)O)c1C,-33
COc1ccc(CN2CCN(C(=O)c3ccc(F)cc3)CC2)cc1Br,12
Nc1nonc1C(=O)N/N=C/c1cccc(Br)c1,-19

# Of the compounds above, 4 contain a COOH group.
SMILES,DUSP3 inh
Cc1cccc(N(CC(=O)O)S(C)(=O)=O)c1,-6
NC(=O)c1ccccc1NC(=O)C1CC=CCC1C(=O)O (stereo not drawn),-14
CCCOc1ccc(N2C(=O)CC(N(Cc3ccc(OC)cc3)C(=O)/C=C/C(=O)O)C2=O)cc1 (stereo not drawn),-1
CCOC(=O)c1[nH]c(C)c(C(=O)O)c1C,-33

# Later entries.
SMILES,DUSP3 inh
COc1ccc(NC(=O)c2cc3n(n2)C(C(F)(F)F)CC(c2ccc(F)cc2)N3)cc1OC (stereo not drawn),11
COc1ccc(/C=N/Nc2ccccc2)cc1O,-22
O=c1c2ccccc2nc(/C=C/c2ccccc2[N+](=O)[O-])n1-c1ccccc1O,18
COc1cc(/C=C(\C#N)c2nc3ccc(C)cc3[nH]2)cc(OC)c1O,37
COc1cc(C(=O)N2CCCc3ccccc32)c([N+](=O)[O-])cc1OC,-2
COc1cc(OC)c(NC(=O)c2ccccc2C)cc1Cl,11
CNC(=O)/C=C/c1ccc2c(c1)OCO2,-4
CCOC(=O)c1sc(NC(=O)/C=C/c2ccc(F)cc2)c(C(=O)OCC)c1C,-18
CCOc1ccc2nc(SCC(=O)Nc3ncccn3)sc2c1,-11
CCOc1ccc(N(CC(=O)Nc2ccccc2C(F)(F)F)S(C)(=O)=O)cc1,-19

# Brought forward from above: 3 compounds, then new ones.
SMILES,DUSP3 inh
CCOC(=O)c1sc(NC(=O)/C=C/c2ccc(F)cc2)c(C(=O)OCC)c1C,-18
CCOc1ccc2nc(SCC(=O)Nc3ncccn3)sc2c1,-11
CCOc1ccc(N(CC(=O)Nc2ccccc2C(F)(F)F)S(C)(=O)=O)cc1,-19
O=c1/c(=C/c2ccc(-c3ccc(Cl)cc3Cl)o2)sc2nc3ccccc3n12,-24
O=C(Cc1ccccc1)Nc1ccc(-c2ccccc2)cc1[N+](=O)[O-],-7
Cc1nc(Nc2nc(C)c3ccccc3n2)[nH]c(=O)c1C,-14
CC1(C)CC(=O)C2=C(C1)Nc1ccccc1N(C(=O)c1ccccc1)C2c1cccc(F)c1 (stereo not drawn),-14
CCC(=O)Nc1sc2c(c1C(=O)Nc1ccccc1Cl)CCC(C)C2 (stereo not drawn),-40
O=C1c2ccccc2C(=O)N1c1cccc(S(=O)(=O)N2CCCCC2)c1,-30
CCOc1ccccc1/C=C(/NC(=O)c1ccccc1)C(=O)N1CCOCC1,-38
CCOC(=O)c1c(NC(=O)CCc2ccccc2)sc(C(=O)Nc2cc(C(F)(F)F)ccc2Cl)c1C,-19
COc1ccccc1N1CCN(/N=C\c2ccc(N(C)C)cc2)CC1,16
CC1=C(C(=O)Nc2ccc(Cl)cc2)C(c2ccccc2)NC(=S)N1 (stereo not drawn),-20
Cc1c(O)ccc2c1oc(=O)c1ccccc12,-12
CCN(CC)c1ccc(NS(=O)(=O)c2ccc([N+](=O)[O-])cc2)cc1,-10
CCOC(=O)CC(=O)Nc1nc2ccc(Br)cc2s1,-15
Cc1ccc(Cl)cc1NC(=O)CSc1nc2ccccc2s1,-1
CCCC1CCc2c(sc(NC(=O)C3c4ccccc4Oc4ccccc43)c2C(N)=O)C1 (stereo not drawn),-13
O=C1N/C(=N\N=C\c2ccccc2O)SC1Cc1cccc(C(F)(F)F)c1 (stereo not drawn),-20
Cc1ccc(/C(N)=N/OC(=O)c2ccccc2F)cc1,-30
O=C(N/N=C/c1ccc(Br)s1)Nc1ccccc1,4
Cc1cccc(NC(=O)c2ccc3ccccc3n2)n1,6
COC(=O)C1=NNC2C(=O)N(c3cccc(C)c3C)C(=O)C12 (stereo not drawn),-45

# Quoted from the listing.
# O=C(Cc1ccccc1)Nc1ccc(-c2ccccc2)cc1[N+](=O)[O-] in DUSP3 inh is entered as -7
# Cc1c(O)ccc2c1oc(=O)c1ccccc12 in DUSP3 inh is entered as -12
# O=C1c2ccccc2C(=O)N1c1cccc(S(=O)(=O)N2CCCCC2)c1 in DUSP3 inh is entered as -30
# CCOc1ccc(Cc2c(C)nc3c(C)cccc3c2Cl)cc1 in DUSP3 inh is entered as -29
# CSc1nsc(SC)c1NC(=O)OCCc1ccccn1 in DUSP3 inh is entered as 0
# CCCNC(=O)OCC12COC(c3ccc4c(c3)OCO4)C(C(C)=CC1C)C2C (stereo not drawn) in DUSP3 inh is entered as 32
# O=c1oc(-c2ccco2)nc2ccc(Br)cc12 in DUSP3 inh is entered as -15

# Following part:
SMILES,DUSP3 inh
COC(=O)c1c(NC(=O)c2cc3ccccc3oc2=O)sc(C)c1C,-14
CN(C)c1ccc(C(=O)N2CCN(c3ccc(F)cc3)CC2)cc1,-10
Cc1nn(-c2ccccc2)c2c1C(c1cccc(O)c1)C(C#N)=C(N)O2 (stereo not drawn),4
CCC(CO)Nc1cc(Cl)ccc1[N+](=O)[O-] (stereo not drawn),-22
CSc1ccc(C2NC(=O)CCC2[N+](=O)[O-])cc1 (stereo not drawn),100*
O=C1OC(OCc2ccccc2)(c2ccccc2)c2ccccc21 (stereo not drawn),-5
CCOC(=O)c1ccc(NC(=O)c2cc(-c3cccs3)nc3ccccc23)cc1,-6
Cc1ccc(NS(=O)(=O)c2ccc(N3C(=O)CCC3=O)cc2)cc1,-15
Cc1cccc2nc(-c3cccc([N+](=O)[O-])c3)oc(=O)c12,8
